High-throughput results (PubChem)
DRD3 agonist = agonists of human D3 dopamine receptor; P35462; D3R DiscoveRx beta-arrestin cells, luminescence, 90 min; max activation, %; 410,000 compounds, 0.58% hits; in the data active = max activation above about 30%; note: 0% is about no effect; mostly tested at two doses, the higher about 12 µM
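Agonist mode: compounds and dopamine controls were applied to plated cells for 90 min at 37 degrees C after an overnight attachment at 1500 cells/well. Luminescent read-out followed 30 - 60 minutes at room temperature with DiscoveRx detection reagent.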
DRD3 antagonist = antagonists of human D3 dopamine receptor | P35462 | max response, negative = inhibition, % | 360,000 compounds, 2.5% hits | D3R cells, DiscoveRx beta-arrestin luminescence, antagonist mode; active compounds read low; in the data active = max response below about -50%; inconclusive = no clear call, values can overlap the other calls; note: % is set by controls: 0 for no effect and ±100 for the full control effect; mostly tested at two doses, the higher about 12 µM
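Cells plated overnight at 1500 cells/well, then exposed to library compounds with dopamine controls for 90 minutes at 37 degrees C. DiscoveRx reagent added for 30–60 minutes at room temperature; luminescence read, quantitative HTS format.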
EPAC2 antag = blocks human EPAC2 exchange factor. Potency, µM (top dose mostly 114 µM), for inactives: at the top dose activity, negative = inhibition, actives largely listed as inhibitors. Q8WZA2. EPAC2 GEF exchange of Rap1B-BODIPY-GDP, fluorescence. 360,000 compounds, 0.18% hits; note: potency is the fitted concentration of half-maximal effect; % is set by controls: 0 for no effect and ±100 for the full control effect; nearly all actives have a fitted effect of over 45% in size; many of its hits are not listed in these tables
Target sequence (Q8WZA2 whole entry, looked up): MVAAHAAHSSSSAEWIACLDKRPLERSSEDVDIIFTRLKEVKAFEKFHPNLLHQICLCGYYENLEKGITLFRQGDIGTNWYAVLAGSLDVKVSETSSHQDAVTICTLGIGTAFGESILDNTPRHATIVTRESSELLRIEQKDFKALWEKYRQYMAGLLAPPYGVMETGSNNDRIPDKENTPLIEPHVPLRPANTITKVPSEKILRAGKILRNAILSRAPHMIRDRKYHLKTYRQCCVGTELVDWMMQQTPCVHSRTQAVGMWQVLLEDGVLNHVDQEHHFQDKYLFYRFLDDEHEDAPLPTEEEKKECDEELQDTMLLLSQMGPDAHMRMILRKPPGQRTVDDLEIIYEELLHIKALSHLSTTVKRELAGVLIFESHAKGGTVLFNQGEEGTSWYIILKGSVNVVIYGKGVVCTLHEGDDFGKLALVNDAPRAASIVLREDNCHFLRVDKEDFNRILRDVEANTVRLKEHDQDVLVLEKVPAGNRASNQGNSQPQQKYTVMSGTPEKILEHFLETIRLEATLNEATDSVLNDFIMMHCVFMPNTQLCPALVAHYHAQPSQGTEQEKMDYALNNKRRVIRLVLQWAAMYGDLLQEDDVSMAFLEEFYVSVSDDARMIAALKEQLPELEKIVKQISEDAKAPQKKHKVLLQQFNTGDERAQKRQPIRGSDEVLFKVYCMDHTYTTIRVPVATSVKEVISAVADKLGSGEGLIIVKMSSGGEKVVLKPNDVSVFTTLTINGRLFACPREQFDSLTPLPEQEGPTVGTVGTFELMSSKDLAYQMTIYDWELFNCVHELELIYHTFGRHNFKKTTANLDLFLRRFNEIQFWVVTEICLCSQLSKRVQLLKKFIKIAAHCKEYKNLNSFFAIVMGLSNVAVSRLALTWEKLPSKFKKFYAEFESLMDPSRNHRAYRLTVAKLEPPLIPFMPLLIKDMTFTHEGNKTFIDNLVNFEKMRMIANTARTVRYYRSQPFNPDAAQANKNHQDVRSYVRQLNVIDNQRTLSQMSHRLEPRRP
TDP-43 yeast inh = rescues yeast growth from TDP-43 toxicity | TDP-43 expressing yeast growth rescue, BacTiter-Glo, 24 h | Potency, µM (top dose mostly 46.1 µM), inactives show top-dose growth rescue (activation), most hits filed as activators | 410,000 compounds, 1.8% hits | AID 652104; note: potency is the fitted concentration of half-maximal effect; % of control where 0% means no effect; nearly all actives have a fitted effect of over 50% in size
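In this qHTS, compounds that restore growth of yeast expressing TDP-43 appear as activators. Cells (OD600=0.02, galactose medium, raffinose-pregrown) are incubated with compound 24 hr at 30 deg C and growth is quantified by BacTiter-Glo.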
aSyn rescue = rescues yeast growth from alpha-synuclein toxicity. Yeast expressing alpha-synuclein, growth rescue, BacTiter-Glo, 24 h. Potency, µM (doses to about 46.1 µM), for inactives: at the top dose growth rescue (activation), hits mostly activators. AID 652106. 370,000 compounds, 0.14% hits; note: potency is the fitted concentration of half-maximal effect; % of control where 0% means no effect; nearly all actives have a fitted effect of over 65% in size
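Readout is rescue of growth in alpha-synuclein-expressing yeast, so inhibitors of toxicity appear as activators. Growth after 24 hr at 30 deg C in galactose medium is quantified by luminescence.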
Abeta yeast res = restores growth of yeast expressing A-beta42 peptide | yeast expressing A-beta42, growth rescue, OD600, 48 h; response scale: 0% DMSO, 100% iron-clioquinol control | Potency, µM (doses to about 46.1 µM), inactives show at the highest dose growth rescue, hits mostly activators | 410,000 compounds, 0.063% hits | AID 1347071; note: potency is the fitted concentration of half-maximal effect; nearly all actives have a fitted effect of over 55% in size
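Growth rescue measured by 600 nm absorbance after 48 h yeast culture at 30 C with compound. Values normalized between DMSO and an equimolar ferric chloride plus clioquinol control.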
FUS suppressor = rescues growth of FUS-expressing yeast; S. cerevisiae FUS-expressing, growth rescue, OD600, 24 h; Potency, µM (titrated, usually from 76.6 µM), inactives show top-dose growth rescue (activation), most hits filed as activators; 390,000 compounds, 0.24% hits;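 note: potency is the fitted concentration of half-maximal effect; plate controls were DMSO vehicle for no effect and reference control for full effect; nearly all actives have a fitted effect of over 55% in size; some results filed as inactive show a strong effect at the top dose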
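Toxicity suppression screen in FUS-yeast. Cells induced with 2% galactose, starting OD 0.005, treated 24hr at 30C with compounds at multiple final concentrations; growth by OD600.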
EPAC2 ag = agonists of human EPAC2 (RAPGEF4). 360,000 compounds, 0.079% hits. Potency, µM (series often up to 154 µM), for inactives: top-dose activation, most hits filed as activators. EPAC2 activation, biochemical qHTS; response scale: 100% = 6.5 mM cAMP response. Q8WZA2; note: potency is the fitted concentration of half-maximal effect; nearly all actives have a fitted effect of over 50% in size
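Nucleotide exchange monitored as fluorescence drop when BODIPY-GDP leaves Rap1B. Reaction: 100 nM EPAC2, 250 nM RAP1B-BODIPY-GDP, 50 uM GDP, room temperature, kinetic read over 30 min. Activity expressed relative to 6.5 mM cAMP.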
Starred values were filed as active, the others as inactive; ? = inconclusive; · = no result given; [ ] = dose if it differs, or a comment. Unless noted, calls come from the whole dose curve; as a rule, active = well fitted curve in the direction sought with a large enough effect; inconclusive = small, poorly fitted or top-dose-only effect, or another doubt; inactive = no such curve, though single readings can be large; an effect the other way counts as inactive or inconclusive. These rows are one share of the data, so the mix of outcomes need not match the whole.

SMILES | DRD3 agonist | DRD3 antagonist | EPAC2 antag | TDP-43 yeast inh | aSyn rescue | Abeta yeast res | FUS suppressor | EPAC2 ag
Cc1ccc(Cn2nnc3c(=O)[nH]c(C4CCCN(S(=O)(=O)c5ccccc5F)C4)nc32)cc1 (stereo not given) | -4 | -23 | 2% | -7% | -2% | -12% | 8% | 12%
COc1ccccc1C(=O)NCCC(=O)Nc1ccc(S(=O)(=O)N2C(C)CCCC2C)cc1 (stereo not given) | -9 | -3 | -11% | 2% | 0% | 17% | 44% | 6%
O=C(C1CCN(S(=O)(=O)N2CCCCC2)CC1)N1CCCCC1 | 0 | 19 | 23% | -17% | 3% | 5% | 4% | 5%
CC(=O)N/C(N)=N/c1nc2cc(C)ccc2o1 | -2 | -10 | 4% | 10% | -19% | 8% | 7% | 5%
CCN(CC)S(=O)(=O)c1ccc(C(=O)N2CCN=C2SCc2cccnc2)cc1 | 1 | 7 | 3% | 20% | -4% | 8% | 8% | 1%
O=C(CC(NC(=O)OCc1ccccc1)c1nn[nH]n1)OCc1ccccc1 (stereo not given) | 0 | -10 | 6% | 11% | 5% | 0% | -12% | 14%
Cc1ccccc1-c1nc(C#N)c(N2CCC(C)CC2)o1 | -2 | 8 | -12% | 5% | -11% | 20% | 11% | 9%
Cc1nc(NCCNC(=O)c2ccco2)c2c(C)c(C)sc2n1 | 2 | 69 | -4% | 13% | 3% | -1% | 10% | -1%
COc1ccc(-c2nc(CS(=O)CC(=O)NCCCN3CCOCC3)c(C)o2)cc1OC (stereo not given) | -2 | -5 | 4% | -5% | -2% | · | -12% | 6%
O=C(Nc1cnn(Cc2ccc(Cl)cc2Cl)c1)c1noc2c1CCc1ccccc1-2 | -6 | · | · | 13% | · | -2% | 32% | ·
CC(C)(C)OC(=O)NCCCC[C@H](NC(=O)c1nc[nH]c1C(=O)NCc1ccccc1)C(=O)OC(C)(C)C | 5 | 21 | 6% | 32% | 3% | 9% | ? | -12%
Cc1ccc(NC(=O)c2noc3c2CCC3)cc1C | 5 | -4 | 4% | -12% | -1% | -2% | 19% | -3%
O=C(NCCS(=O)(=O)N1CCc2ccccc2C1)c1ccccc1 | 6 | 1 | 11% | 0% | 5% | 6% | 9% | 10%
CC(=O)N1c2c(cc(Br)cc2S(=O)(=O)NCc2ccccc2Cl)CC1C (stereo not given) | -21 | · | · | 24% | · | -10% | -30% | ·
COCCOc1ccc(C(F)(F)F)cc1NC(=O)CN1C(=O)NC(C)(c2ccc3c(c2)OCO3)C1=O (stereo not given) | -16 | -12 | -4% | -19% | -1% | 14% | 38% | 2%
CCN(c1ccccc1)S(=O)(=O)c1ccc(C(=O)Nc2nccs2)cc1 | -4 | 2 | 3% | -11% | -1% | 4% | 10% | -5%
CCOc1ccc(NC(=O)c2oc3ccccc3c2NC(=O)COc2cccc(OC)c2)cc1 | 0 | · | · | 9% | · | -3% | -18% | ·
Cc1ccc(CN2CC(C(=O)Nc3nc(C)cs3)CC2=O)cc1 (stereo not given) | -2 | -7 | -6% | 0% | 4% | -7% | 5% | 0%
CCCCCn1c(N(C)Cc2ccccc2)nc2c1c(=O)[nH]c(=O)n2C | 3 | 0 | -15% | 29% | 1% | 0% | 30% | -1%
Cc1nnc(SCc2nc3sc(C(=O)O)c(C)c3c(=O)[nH]2)s1 | 1 | -6 | -1% | -21% | 0% | -8% | 32% | 8%
C[C@H]1CCCCO[C@@H](CN(C)C(=O)NC2CCCCC2)[C@@H](C)CN([C@@H](C)CO)C(=O)c2cc(NC(=O)Cc3ccccc3)ccc2O1 | -8 | ? | -4% | ? | -2% | 0% | ? | 11%
CCOc1ccc(NC(=O)C2CC(=O)N3CCCN=C3S2)cc1 (stereo not given) | -4 | 8 | 19% | -12% | -2% | -11% | 22% | 3%
CCC(Sc1nc(-c2cccc(OC)c2)c(C#N)c(=O)[nH]1)C(=O)Nc1nnc(C(C)C)s1 (stereo not given) | -12 | -12 | -7% | 0%[9.22 µM] | 0% | -16% | 24% | 2%
O=C(Nc1ccc(F)c(Cl)c1)c1cc(C2CCCN(S(=O)(=O)c3ccccc3)C2)on1 (stereo not given) | 3 | 17 | -7% | ? | 7% | 1% | 41% | 7%
COc1ccc(NC(=O)N2CCN(Cc3nc4ccc(C)cc4o3)CC2)cc1OC | -4 | · | · | -17% | · | -10% | 29% | ·
Cc1cc(C(=O)CSc2nncn2C)c(C)n1-c1ccccc1 | -11 | 2 | 0% | -24%[9.22 µM] | -2% | -9% | 22% | 8%
Cc1sc2c(c1C)c(=O)n(-c1ccc(F)cc1)c(=O)n2CC(=O)NCc1ccco1 | 2 | 13 | 1% | -2% | -5% | -2% | 11% | -2%
CC(=O)C(=Cc1cn(-c2ccccc2)nc1-c1ccccc1)C(C)=O | 5 | -13 | -23% | 14µM* | 4% | 3% | 6% | 3%
O=C(N1CCN(c2ccc(F)cc2)CC1)C12CC3CC(CC(C3)C1)C2 | 4 | 19 | -2% | ? | -3% | -2% | 6% | 8%
O=C(NN1C(=O)C2C3C=CC(O3)C2C1=O)c1ccncc1 (stereo not given) | -11 | -3 | 7% | -10% | 0% | -12% | 13% | 12%
N#C/C(=C\c1ccc(C(=O)O)cc1)c1ccccn1 | -5 | 4 | 4% | 14% | 1% | -11% | -3% | -11%
CCN1C(=O)N[C@@H](c2cccc(C(F)(F)F)c2)[C@@H](C(=O)OC)[C@H]1C | -10 | -2 | 4% | 3% | -2% | 3% | 6% | 7%
CSc1ccccc1NC(=O)Nc1cccc(Cl)c1Cl | -34 | 20 | 8% | 22% | 3% | 21% | 18% | -4%
COc1cccc(C(=O)N2CCN(S(=O)(=O)Cc3ccccc3)CC2)c1OC | 1 | -20 | -2% | 6% | 1% | -15% | 6% | 13%
Cc1ccc(-n2nnc3c(=O)n(CC(N)=O)cnc32)cc1 | 3 | -8 | 1% | -3% | -3% | 4% | 6% | 9%
CCOC(=O)Cc1csc(NC(=O)/C=C/c2ccco2)n1 | -2 | -6 | 4% | -1% | -23% | -9% | 30% | 10%
C=CCn1c(C(CC(C)C)CC(C)O)n[nH]c1=S (stereo not given) | -1 | -4 | 8% | -1% | 1% | 6% | 15% | 2%
C=CCOc1c(Cl)cc(/C=N/O)cc1OC | 1 | 10 | -15% | -4% | -6% | -14% | -11% | -2%
Cc1ccc(S(=O)(=O)Nc2cc(C(F)(F)F)ccc2N2CCOCC2)cc1 | -8 | -11 | 11% | -9% | 0% | 0% | · | -16%
C#CCn1cc(C=C2C(=O)c3ccccc3C2=O)c2ccccc21 | -2 | ? | 46%[activator] | 17% | -6% | -5% | 9% | 19%

3 structures out of the list, arranged by SMILES length, rising:
SMILES | DRD3 agonist | DRD3 antagonist | EPAC2 antag | TDP-43 yeast inh | aSyn rescue | Abeta yeast res | FUS suppressor | EPAC2 ag
C=CCn1c(C(CC(C)C)CC(C)O)n[nH]c1=S (stereo not given) | -1 | -4 | 8% | -1% | 1% | 6% | 15% | 2%
COc1cccc(C(=O)N2CCN(S(=O)(=O)Cc3ccccc3)CC2)c1OC | 1 | -20 | -2% | 6% | 1% | -15% | 6% | 13%
CCN1C(=O)N[C@@H](c2cccc(C(F)(F)F)c2)[C@@H](C(=O)OC)[C@H]1C | -10 | -2 | 4% | 3% | -2% | 3% | 6% | 7%

More compounds follow.
SMILES | DRD3 agonist | DRD3 antagonist | EPAC2 antag | TDP-43 yeast inh | aSyn rescue | Abeta yeast res | FUS suppressor | EPAC2 ag
Cc1c2cn[nH]c(=O)c2c(C)n1-c1ccccc1 | 4 | 4 | ? | 9% | 2% | -2% | 15% | 2%
CCOc1ccc(NC(=O)C2CC(=O)N(CC)C(=Nc3ccc4c(c3)OCO4)S2)cc1 (stereo not given) | 22 | 22 | -6% | -3% | 3% | 15% | 3% | -15%
Fc1ccccc1NC(=S)N1CCN(Cc2ccc3c(c2)OCO3)CC1 | -11 | 7 | -3% | -14% | 7% | 0% | 4% | 16%
Cc1ccc(S(=O)(=O)N2CCOCC2)cc1NC(=O)CSc1nnc(COc2ccccc2F)n1N | 4 | 0 | 1% | 27% | 4% | 6% | · | 2%
Cc1cnc(NC(=O)COc2cccc3c2OC(C)(C)C3)s1 | -10 | 3 | 5% | ? | -1% | 11% | 1% | -7%
O=C(CCc1nc(-c2ccccc2Cl)no1)Nc1cccnc1 | 2 | 12 | 1% | 0% | -6% | -3% | -7% | -2%
N#Cc1ccc(OCC(O)CN2CCN(c3ncc(C(F)(F)F)cc3Cl)CC2)cc1 (stereo not given) | -13 | 2 | -19% | -16% | ? | -1% | 14% | 4%
CSc1nsc(SC)c1C(=O)OCC(F)(F)F | -7 | -7 | 2% | 6% | 1% | -10% | -7% | -15%
O=C(O)CC(NC(=O)c1cccc(F)c1)c1ccc(OC2CCCC2)cc1 (stereo not given) | -1 | -16 | 9% | 10% | -11% | -7% | -13% | 8%
O=C(CN1C(=O)COc2ccccc21)Nc1ccc2c(c1)OCCO2 | -4 | 49 | -2% | -10% | 4% | 0% | 10% | 0%
O=C(CN(c1ccccc1)S(=O)(=O)c1ccc(F)cc1)NC1CCCCCC1 | -5 | 0 | 10% | -7% | 0% | 1% | 4% | 5%
CCCCOc1ccc(C(=O)NCC(=O)NCCOc2ccccc2)cc1 | -6 | -4 | 11% | -4% | 4% | -1% | 11% | 6%
Cc1ccc(C(=O)NNC(=O)CSc2nnc(-c3ccncc3)n2C)cc1 | -8 | -75* | 5% | 3% | 1% | 25% | -3% | 0%
O=C1C(Cl)=C(N2CCOCC2)C(=O)N1c1ccccc1F | -2 | -22 | 15% | 0% | 12% | 6% | 9% | 3%
N#C/C(=C/c1ccc(F)cc1)S(=O)(=O)c1ccccc1 | 19 | 5 | -12% | -25% | -8% | 3% | -17% | 10%
COc1ccc(C2CC(c3ccccc3C(F)(F)F)=NN2c2ccc(S(N)(=O)=O)cc2)cc1 (stereo not given) | -1 | 3 | -20% | 15% | 5% | 7% | 28% | 0%
Cc1nc2sc(C(c3cccc(F)c3)N3CCN(C(=O)c4ccco4)CC3)c(O)n2n1 (stereo not given) | 3 | 1 | -1% | 16% | 2% | 16% | -4% | 4%
